Bioassay records from PubChem BioAssay.
D2 antag – HTS Assay for Allosteric Antagonists of the Human D2 Dopamine Receptor: Primary Screen for Antagonists; hit rate 2% among 340,000; D(2) dopamine receptor (Homo sapiens), P14416; inhibition, % at 10 µM; HEK293 TREx D2 cells, calcium flux, dopamine EC80; in the data active = inhibition above about 30%; also: 0% is about no effect
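Overnight-induced (tetracycline, 30 C) HEK293 T-REx cells carrying force-coupled D2 receive a no-wash calcium dye, then compound, then EC80 dopamine at 180 s; signals are read kinetically throughout.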
TRHR agonist – qHTS for Small Molecule Agonists and Allosteric Enhancers of Human TRH Receptor: Primary Screen for Agonists; Thyrotropin-releasing hormone receptor (Homo sapiens), P34981; TRHR cells, calcium flux fluo-8, FDSS agonist mode; activation, % at 2 µM; hit rate 0.18% among 360,000; in the data active = activation above about 30%; also: 0% is about no effect
Target sequence (P34981 whole entry, looked up): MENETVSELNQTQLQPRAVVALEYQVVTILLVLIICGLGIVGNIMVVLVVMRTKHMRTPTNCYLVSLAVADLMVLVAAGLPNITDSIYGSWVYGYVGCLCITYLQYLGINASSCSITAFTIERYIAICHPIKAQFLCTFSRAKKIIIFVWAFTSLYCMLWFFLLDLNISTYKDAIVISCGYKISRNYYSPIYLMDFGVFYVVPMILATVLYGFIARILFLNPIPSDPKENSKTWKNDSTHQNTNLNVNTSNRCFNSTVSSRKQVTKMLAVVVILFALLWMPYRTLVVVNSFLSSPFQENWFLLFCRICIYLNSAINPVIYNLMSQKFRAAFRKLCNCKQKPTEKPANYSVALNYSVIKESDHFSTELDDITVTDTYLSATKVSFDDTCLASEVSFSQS
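Steps: seed TRHR cells overnight; add fluo-8 no-wash Ca dye, RT 30 min–1.5 h; record 10 s baseline; pin-transfer compounds; monitor fluorescence 1 cycle/s for the agonist window. Calcium increases flag candidate agonists.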
TrxR1 inh – qHTS Assay for Inhibitors of Mammalian Selenoprotein Thioredoxin Reductase 1 (TrxR1): qHTS; Potency, µM (series often up to 114 µM), inactives show at the top dose activity change, negative = inhibition, most hits filed as inhibitors; recombinant rTrxR1, NADPH fluorescence consumption, selenite substrate; AID 588453, 2011; hit rate 1% among 390,000; Thioredoxin reductase 1, cytoplasmic (Rattus norvegicus), O89049; also: potency is read from the fitted curve at half-maximal effect; % is scaled to controls: 0 for no effect and ±100 for the full control effect; nearly all actives have a fitted effect of over 65% in size
Target sequence (O89049 whole entry, looked up): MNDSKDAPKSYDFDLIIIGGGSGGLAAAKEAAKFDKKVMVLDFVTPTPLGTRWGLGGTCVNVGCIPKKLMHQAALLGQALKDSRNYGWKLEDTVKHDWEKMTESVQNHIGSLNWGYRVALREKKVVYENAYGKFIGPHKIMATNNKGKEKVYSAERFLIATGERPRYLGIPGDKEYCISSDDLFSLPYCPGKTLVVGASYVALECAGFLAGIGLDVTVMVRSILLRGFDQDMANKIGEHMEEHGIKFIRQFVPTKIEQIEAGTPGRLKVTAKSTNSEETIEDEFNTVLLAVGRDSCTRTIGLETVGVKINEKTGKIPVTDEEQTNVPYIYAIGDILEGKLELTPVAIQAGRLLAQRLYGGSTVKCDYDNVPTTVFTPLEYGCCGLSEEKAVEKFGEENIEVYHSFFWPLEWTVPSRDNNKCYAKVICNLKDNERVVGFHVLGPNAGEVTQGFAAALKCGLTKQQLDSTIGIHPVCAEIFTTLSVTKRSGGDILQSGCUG
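Rat TrxR1 (90 nM in the dispensed reagent) was pre-reduced with 400 uM NADPH for 5 min at room temperature, then incubated with compound for 15 min. After 400 uM selenite was added, NADPH fluorescence (Ex 340/Em 450 nm) was followed for 8 min.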
TRHR PAM – qHTS for Small Molecule Agonists and Allosteric Enhancers of Human TRH Receptor: Primary Screen for Enhancers; Thyrotropin-releasing hormone receptor (Homo sapiens), P34981; TRHR cells, fluo-8 calcium fluorescence, EC20 TRH enhancement; enhancement, % at 2 µM; hit rate 0.66% among 360,000; AID 493056, 2011; in the data active = enhancement above about 30%; also: 0% is about no effect
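TRHR-expressing cells loaded with fluo-8 calcium dye were read kinetically (ex 480/em 530) during compound addition, then stimulated with an EC20 of TRH (10 nM final). Enhancement of the Gq-mediated intracellular calcium response was scored.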
TrxR1 substrate – qHTS Assay for Substrates of Mammalian Selenoprotein Thioredoxin Reductase 1 (TrxR1): qHTS. Thioredoxin reductase 1, cytoplasmic (Rattus norvegicus), O89049. purified TrxR1 substrate turnover, NADPH consumption readout. Potency, µM (doses to about 114 µM), for the others: top-dose activity change, negative = substrate turnover. hit rate 0.01% among 390,000; also: potency is read from the fitted curve at half-maximal effect; % is scaled to controls: 0 for no effect and ±100 for the full control effect; nearly all actives have a fitted effect of over 50% in size
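Rat TrxR1, dispensed at 90 nM, was prereduced with 400 uM NADPH (final) for 5 min at ~22 deg C, then incubated with compound 15 min before 400 uM selenite. A first-read NADPH fluorescence drop versus no-compound background flagged substrates.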
USP1-UAF1 inh – Inhibitors of USP1/UAF1: Primary Screen | Ubiquitin carboxyl-terminal hydrolase 1 (Homo sapiens), O94782 | recombinant USP1/UAF1, Ub-Rhodamine cleavage fluorescence | Potency, µM (highest dose often 57.1 µM), for inactives: top-dose activity change, negative = inhibition, hits mostly inhibitors | hit rate 0.23% among 390,000; also: potency is read from the fitted curve at half-maximal effect; % is scaled to controls: 0 for no effect and ±100 for the full control effect; nearly all actives have a fitted effect of over 60% in size; inactives centre near -12
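1 nM enzyme complex + cpd, 15 min RT; start with Ub-Rho 150nM final; kinetic fluorescence ex 480/em 540, 6 reads q60 s. Buffer 50mM HEPES pH 7.8, 0.5mM EDTA, 0.1 mg/ml BSA, 1mM TCEP, 0.01% Tween-20.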
mIDH1 inhibitor – qHTS for Inhibitors of mutant isocitrate dehydrogenase 1 (IDH1): qHTS | AID 602179, 2012 | IDH1-R132H enzyme, NADPH consumption, diaphorase/resazurin fluorescence | Isocitrate dehydrogenase [NADP] cytoplasmic (Homo sapiens), O75874 | Potency, µM (top dose mostly 76.6 µM), without a hit: at the highest dose activity change, negative = inhibition, usual class: inhibitors | hit rate 0.093% among 390,000; also: potency is read from the fitted curve at half-maximal effect; % is scaled to controls: 0 for no effect and ±100 for the full control effect; nearly all actives have a fitted effect of over 65% in size
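IDH1-R132H (0.5 ug/mL dispensed) in pH 7.5 Tris buffer was preincubated 30 min with compound, then given a substrate mix of 0.016 mM NADPH and 2 mM alpha-KG for 80 min at room temperature; remaining NADPH was read by diaphorase/resazurin fluorescence.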
PI4K2A block – qHTS for small molecular inhibitors of PI4K2A. Phosphatidylinositol 4-kinase type 2-alpha (Homo sapiens), Q9BTU6. purified PI4K2A, ADP-Glo luminescence, 1 h; stronger effect = lower value. activity change, negative = inhibition, % at 76.9 µM. hit rate 0.13% among 420,000; in the data active = activity change below about -50%; inconclusive = mostly about -30% to -49%;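 also: -100% = wells without enzyme as full effect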
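PI4K2A activity was measured by ADP-Glo luminescence: enzyme (4 ug/mL stock) and phosphatidylinositol (1.2 mM stock) in Tris pH 7.5/MgCl2/EGTA/Triton X-100 buffer were reacted with ATP (300 microM stock) for one hour at ambient temperature.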
D2 agonist – HTS Assay for Allosteric Agonists of the Human D2 Dopamine Receptor: Primary Screen for Agonists | activation, % at 2 µM | hit rate 0.53% among 340,000 | D(2) dopamine receptor (Homo sapiens), P14416 | HEK293 T-REx D2 cells, calcium flux agonist mode | AID 485358, 2010;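 active = activation over 3 SD above normal in the single-dose calcium agonist read, cut at about 30% in these data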; also: 0% is about no effect
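Agonism scored from kinetic calcium signal (1 read/sec, 180 s) following compound pin transfer, after a 10 s baseline. Cells: HEK293 Trex line expressing inducible D2 receptor coupled to calcium, dye-loaded after overnight culture at 30 C.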
Starred values were filed as active, the others as inactive; ? = inconclusive; . = not tested or not shown; [ ] = dose if it differs, or a comment. Unless noted, calls follow the shape of the dose curve; as a rule, active = well fitted inhibition curve with a large enough effect; inconclusive = small, poorly fitted or top-dose-only effect; inactive = no such curve, though single readings can be large or run the other way. Compounds as they come; 3.9% or so of the library scored in one or more.

molecule,D2 antag,TRHR agonist,TrxR1 inh,TRHR PAM,TrxR1 substrate,USP1-UAF1 inh,mIDH1 inhibitor,PI4K2A block,D2 agonist
Cc1ccc2oc(C(=O)N3CCC(N4CCSCC4)CC3)c(C)c2c1,-5.4,-0.1,17.6%,-0.4,7.0%,-19.0%,0.7%,0.5,0.4
CCOc1ccc(N(CC(=O)NC2CCC(C)CC2)S(=O)(=O)c2c(C)noc2C)cc1 (stereo unspecified),-5.8,1.6,-10.2%,-5.7,-6.2%,-17.1%,0.0%,3.4,-1.3
O=C(Cn1c(=O)oc2cccnc21)Nc1ccccc1Oc1ccc(Cl)cc1Cl,9.0,0.4,-15.5%,-8.8,3.2%,-1.7%,0.5%,6.5,0.7
CCCCSc1nnc(-c2ccc(C)cc2)o1,5.4,0.5,1.7%,-1.5,1.9%,-16.1%,1.4%,7.1,0.2
CCN(CC)c1ccc2cc(NC(=O)CCC(=O)O)c(=O)oc2c1,-0.4,26.3,3.7%,5.1,61.4%[activator],28.2µM*,8.8%,-1.4,10.9
CNC(=O)c1nc(C)c(C2(C)CC(c3ccccc3)=NO2)s1 (stereo unspecified),6.3,3.8,20.0%,-3.3,7.4%,-12.4%,3.8%,5.7,-0.9
Cc1cccc(NC(=O)CSCC(=O)N2CCN(c3cccc(C(F)(F)F)c3)CC2)c1,16.0,-0.1,22.5%,-4.2,-9.5%,-15.0%,6.6%,5.4,0.5
CC(=O)C1=C(C)OC(N)=C(C#N)C1c1cc2cccc(C)c2nc1Cl (stereo unspecified),-7.3,0.6,-10.6%,-1.6,6.4%,-15.7%,0.2%,6.9,0.1
CCN(Cc1ccc2c(c1)OCCO2)C(=O)CSc1nc(C)nc2sc(C)c(C)c12,6.9,0.1,22.3%,-3.3,1.2%,?,-3.0%,-17.1,-0.9
CC1CCCC(C)N1Cc1cn2ccccc2n1 (stereo unspecified),.,-0.1,-8.4%,-1.1,18.1%,1.8%,6.3%,-1.8,.
Cc1nn(-c2ccccc2)c(C)c1C(=O)OCC(=O)Nc1ccc2c(c1)OCO2,2.5,0.5,12.9%,5.0,-7.2%,-7.4%,4.7%,-2.4,-0.1
CC(CNC(=O)C1CCCCC1C(=O)O)c1ccccc1 (stereo unspecified),16.9,0.3,15.4%,1.6,3.9%,-0.9%,2.4%,5.0,1.0
Cc1ccc(Nc2cc(C(=O)NC3CCCC3)c3ccccc3n2)c(C)c1,.,-1.1,27.5%,0.6,21.2%,-14.6%,-18.7%,-6.8,0.6
Cc1ccccc1NC(=O)c1cc2sccc2n1Cc1ccc(F)cc1,.,0.7,14.5%,-3.8,15.6%,-18.9%,-3.5%,4.3,-0.7
COc1ccc(C(=O)OCC(=O)NC2CCCCCC2)c(OC)c1,10.0,-0.1,8.7%,-0.5,6.6%,-6.3%,2.4%,-6.8,-0.1
CCCNC(=O)CSc1c(CCC)cnc2c1c(=O)n(C)c(=O)n2C,.,-0.4,7.6%[57.1 µM],-2.5,0.4%[57.1 µM],-10.9%,0.0%,2.4,-3.7
O=C(NC(NC(=O)c1ccccc1)c1cccc([N+](=O)[O-])c1)c1ccccc1,-14.3,-1.0,-5.0%,-4.1,-2.8%,-11.1%,9.5%,-2.8,-1.1
CN(C(=O)Cn1cc(C(F)(F)F)ccc1=O)c1c(N)n(Cc2ccccc2)c(=O)[nH]c1=O,4.9,0.9,-0.8%,3.0,0.6%,-11.9%,4.2%,-0.4,1.5
CCOc1ccc(CCNC(=O)CCN2C(=O)COc3ccccc32)cc1OCC,-2.7,0.2,-30.6%[2.29 µM],3.7,-3.6%[2.29 µM],-5.5%,-6.9%,2.4,0.2
O=C(O)/C=C\C(=O)NC1CCCCC1,-6.7,1.0,0.9%,-1.9,1.7%,-17.5%,6.8%,2.7,0.4
Cc1cc(C)cc(NC(=S)NC(=O)Cc2ccccc2)c1,.,.,-32.5%,.,4.1%,-17.2%,4.0%,1.4,.
Cc1cc2cc(CNC(=O)c3ccc4c(c3)OCO4)ccc2[nH]1,-6.8,-0.5,15.4%,-1.8,5.5%,-21.9%,-4.1%,-2.3,2.1
CC(=O)OC[C@H]1O[C@@H](O/N=C/[C@@H](C)[C@H](OCc2ccccc2)C(C)C)[C@H](OC(C)=O)[C@@H](OC(C)=O)[C@@H]1OC(C)=O,-20.2,-0.5,.,5.6,.,.,.,.,-1.6
CCSc1nc2c(c(=O)[nH]1)C(c1ccccn1)C1=C(CC(C)(C)CC1=O)N2 (stereo unspecified),-0.7,1.1,-10.9%,1.1,327.9%[activator],-5.5%,-2.1%,-1.1,0.2
N#C/C(=C(/O)c1cccs1)c1nnc2n1CCCCC2,-11.6,0.4,13.3%[57.1 µM],0.8,6.5%[57.1 µM],-14.0%,19.0%,10.0,0.3
O=S(=O)(NC1CCCCC1)c1ccc(Br)s1,-8.0,-1.7,-0.3%,-3.8,1.3%,-20.9%,1.5%,-1.0,-0.7
O=C(O)c1ccc(OC(F)(F)C(F)C(F)(F)F)cc1 (stereo unspecified),.,0.5,7.7%,4.4,0.7%,-2.1%,0.3%,1.3,.
O=C(CN1C(=O)CCS(=O)(=O)c2ccccc21)Nc1ccc2c(c1)OCCO2,5.1,-0.3,15.3%,3.0,7.4%,3.7%,8.6%,-15.6,0.3
Cn1c(=O)c(=O)n(C)c2cc(S(=O)(=O)CCC(=O)N3CCOCC3)ccc21,10.3,-0.3,4.6%,-3.0,6.2%,-23.7%,2.9%,-0.5,-0.9
CC(=O)c1ccc2c(ccc3ccccc32)c1,-5.3,-0.9,-5.6%,3.3,0.9%,-11.6%,5.2%,4.5,0.5

Next section, overlapping the part above by 2 compounds.
molecule,D2 antag,TRHR agonist,TrxR1 inh,TRHR PAM,TrxR1 substrate,USP1-UAF1 inh,mIDH1 inhibitor,PI4K2A block,D2 agonist
Cn1c(=O)c(=O)n(C)c2cc(S(=O)(=O)CCC(=O)N3CCOCC3)ccc21,10.3,-0.3,4.6%,-3.0,6.2%,-23.7%,2.9%,-0.5,-0.9
CC(=O)c1ccc2c(ccc3ccccc32)c1,-5.3,-0.9,-5.6%,3.3,0.9%,-11.6%,5.2%,4.5,0.5
S=C1NC[C@H](Cc2ccccc2)N1CCCCC1CCCCC1,-7.8,0.1,47.7%,5.3,4.8%[57.1 µM],-19.1%,1.0%,2.8,0.3
CC(Oc1ccc(F)cc1)C(=O)Nc1cc(S(=O)(=O)N2CCOCC2)ccc1N1CCCCC1 (stereo unspecified),26.2,0.0,8.3%[57.1 µM],8.6,3.2%[57.1 µM],-14.6%,-6.4%,-8.9,-0.9
Cc1cccc(C(=O)NCC(=O)Nc2ccc(S(=O)(=O)Nc3nc(C)cc(C)n3)cc2)c1,-9.8,0.0,15.0%[57.1 µM],13.9,2.3%,-17.7%,-1.6%,2.9,2.9
CCCC(=O)Nc1cc(C)c(NC(=O)C23CC4CC(CC(C4)C2)C3)cn1,-26.1,0.5,-9.2%,-5.8,-10.1%,2.9%,7.1%,-6.2,-0.2
O=C(CC1SC(=O)N(c2ccccc2)C1=O)Nc1ccc(Cl)cc1 (stereo unspecified),2.8,0.2,-12.5%[57.1 µM],-1.6,3.5%[57.1 µM],2.8%,-1.1%,6.2,0.6
COC(=O)c1ccc(C(=O)N2CCCC(CNC(=O)c3ccccc3Cl)C2)cc1 (stereo unspecified),12.5,-0.1,27.7%[57.1 µM],2.9,-16.7%[57.1 µM],-0.6%,3.4%,-2.5,1.7
CCOc1ccc(S(=O)(=O)NCCC(=O)NCCc2ccc(C(C)C)cc2)cc1,-25.1,-0.8,-7.2%,6.3,-8.0%,-22.0%,2.4%,-3.2,0.8
Cc1ccc2cc3cc(C(=O)N4CCN(c5ccc(Cl)cc5)CC4)oc3nc2c1,.,0.1,18.9%,2.0,4.9%,-16.2%,8.3%,-0.2,0.3
